# Source: PubChem
# rat mGlu8 modulation = rat mGlu8 modulation via Gqi9 calcium signal, confirmation, counter-screen for GIRK activator project, cell-based, HEK293 rmGlu8, Gqi9 chimera; hit rate 4% among 2,100; HEK293 rmGlu8/Gqi9 calcium flux, Fluo-4 fluorescence; glutamate at EC20 added after compound; calls only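 (single compound addition from 20 µM solution with 0.2% DMSO)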;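 active = calcium fluorescence trace judged by eye to show a response, as agonist, enhancer of the glutamate response, or inhibitor; inactive = trace judged by eye to show no response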
#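 system = HEK-293 cells stably expressing rat mGlu8, plus transient chimeric Gqi9 | measured by = Fluo-4 calcium fluorescence, 1 Hz | timing = compound pre-exposure 4 min, post-glutamate read 2 min | measure = F/F0 fluorescence traces judged visually for each well | medium = HEPES-buffered HBSS at pH 7.4 | doses = single compound addition from 20 µM solution, 0.2% DMSO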
# Calls only; i = inactive. Some of the compounds tested; rates above refer to the full screens.
# The first 2 compounds as a preview:
SMILES,rat mGlu8 modulation
S=C1CN=C(c2ccccc2)c2cc(Cl)ccc2N1,i
CC/C(=C\C=C\[C@@H]1C=C[C@@H]2CCC[C@H]2[C@@H]1C(=O)c1ccc[nH]1)[C@@H]1O[C@@H]([C@@H](C)C(=O)O)CC[C@@H]1C,i

# This part in full, from the start:
SMILES,rat mGlu8 modulation
S=C1CN=C(c2ccccc2)c2cc(Cl)ccc2N1,i
CC/C(=C\C=C\[C@@H]1C=C[C@@H]2CCC[C@H]2[C@@H]1C(=O)c1ccc[nH]1)[C@@H]1O[C@@H]([C@@H](C)C(=O)O)CC[C@@H]1C,i
COc1ccc(CC2C(=O)NC(=O)NC2=O)c(OC)c1,i
Cc1nn(C)cc1/C=C1/CC2C3CC=C4CC(O)CCC4(C)C3CCC2(C)C1=O (centres undefined),i

# Two compounds picked at random from the list so far, as already listed:
SMILES,rat mGlu8 modulation
CC/C(=C\C=C\[C@@H]1C=C[C@@H]2CCC[C@H]2[C@@H]1C(=O)c1ccc[nH]1)[C@@H]1O[C@@H]([C@@H](C)C(=O)O)CC[C@@H]1C,i
Cc1nn(C)cc1/C=C1/CC2C3CC=C4CC(O)CCC4(C)C3CCC2(C)C1=O (centres undefined),i
